Source: PubChem BioAssay (National Center for Advancing Translational Sciences (NCATS))
N370S GC mod = N370S glucocerebrosidase modulation, Gaucher chaperone candidate; P04062; N370S GC spleen homogenate, 4MU-glucoside fluorescence; Potency, µM (doses to about 59.4 µM), inactives show top-dose activity change, negative = inhibition, usual class: inhibitors; 330,000 compounds, 0.092% hits;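 further: 0% = full enzyme activity and -100% = no enzyme basal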
TDP1 block = TDP1 (human) enzyme inhibition. Q9NUW8. recombinant TDP1, AlphaScreen DNA substrate cleavage. Potency, µM (titrated, usually from 130 µM), without a hit: at the highest dose activity change, negative = inhibition, usual class: inhibitors. 350,000 compounds, 0.28% hits; further: nearly all actives have a fitted effect of over 40% in size
Target sequence (Q9NUW8 whole entry, looked up): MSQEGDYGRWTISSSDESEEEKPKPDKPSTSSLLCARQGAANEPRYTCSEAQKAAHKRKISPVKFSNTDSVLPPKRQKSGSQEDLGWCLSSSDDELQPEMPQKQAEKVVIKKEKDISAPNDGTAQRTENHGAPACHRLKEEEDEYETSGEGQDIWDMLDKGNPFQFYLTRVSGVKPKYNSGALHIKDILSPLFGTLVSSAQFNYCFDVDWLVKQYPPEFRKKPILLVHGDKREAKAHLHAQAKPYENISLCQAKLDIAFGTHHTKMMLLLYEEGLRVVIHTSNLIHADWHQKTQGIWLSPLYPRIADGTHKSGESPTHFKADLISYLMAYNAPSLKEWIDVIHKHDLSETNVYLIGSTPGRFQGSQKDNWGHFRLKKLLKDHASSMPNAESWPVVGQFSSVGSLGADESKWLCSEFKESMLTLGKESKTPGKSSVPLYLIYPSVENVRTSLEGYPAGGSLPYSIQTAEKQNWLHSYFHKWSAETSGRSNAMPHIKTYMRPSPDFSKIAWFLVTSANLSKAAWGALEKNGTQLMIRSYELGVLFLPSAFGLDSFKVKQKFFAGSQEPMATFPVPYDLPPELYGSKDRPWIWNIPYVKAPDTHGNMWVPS
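Here, a 5' biotin and 3' phosphotyrosine-FITC DNA oligonucleotide reports Tdp1 activity: intact substrate bridges AlphaScreen beads, while cleavage leaves a 3' phosphate and drops signal. All incubations at room temperature.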
FEN1 inhibitor = inhibitors of human flap endonuclease 1. P39748. Recombinant FEN1 flap cleavage, fluorescence, 15 min. Potency, µM (top dose mostly 114 µM), for inactives: top-dose activity change, negative = inhibition, usual class: inhibitors. 390,000 compounds, 0.35% hits. AID 588795; further: nearly all actives have a fitted effect of over 65% in size
Target sequence (P39748 whole entry, looked up): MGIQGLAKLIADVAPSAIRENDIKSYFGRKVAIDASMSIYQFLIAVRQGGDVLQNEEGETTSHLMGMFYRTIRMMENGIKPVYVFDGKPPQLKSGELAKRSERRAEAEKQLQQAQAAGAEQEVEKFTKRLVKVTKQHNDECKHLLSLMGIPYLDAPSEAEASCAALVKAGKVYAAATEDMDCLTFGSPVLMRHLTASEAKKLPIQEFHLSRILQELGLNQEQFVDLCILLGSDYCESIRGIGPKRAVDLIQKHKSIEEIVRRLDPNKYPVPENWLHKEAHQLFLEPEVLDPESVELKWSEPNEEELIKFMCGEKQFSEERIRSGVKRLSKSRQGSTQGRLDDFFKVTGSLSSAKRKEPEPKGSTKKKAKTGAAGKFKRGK
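Nuclease activity of 10 nM FEN1 was measured after 15 min of room-temperature exposure to titrated compounds, by adding 50 nM flap substrate and reading plates at 0 and 15 min.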
* = called active by the depositor; ? = inconclusive; / = no result given; & = joins results of further samples; [ ] = remark or other dose. The call rests on the fitted dose curve; in most records, active means well fitted curve in the direction sought with a large enough effect; inconclusive means small, poorly fitted or top-dose-only effect, or another doubt; inactive means no such curve, though single readings can be large; an effect the other way counts as inactive or inconclusive. Unless noted, on the % scale 0 is the no-effect control and ±100 the full control effect; potency means the concentration at half of the fitted maximal effect.

N370S GC mod | TDP1 block | FEN1 inhibitor | compound
-7.1% | -16.0% | -6.2% | CCOc1ccc(CCNC(=O)CCOc2cc(C)ccc2C)cc1OCC
7.3% | -1.9% | -18.1% | O=C(Nc1ccccc1)OC1CCC2CC1CCC2OC(=O)Nc1ccccc1 (configuration not stated)
/ | -1.3% | 16.0% | CCc1nn2c(=O)cc(COc3ccc(/C=C(\C#N)C(=O)Nc4ccc(C)cc4)cc3)nc2s1
-1.6% | 0.2% | -2.0% | CCCn1c(N)c(C(=O)CN(C)CC(=O)Nc2ccc(C)cc2)c(=O)[nH]c1=O
-21.7% | / | 6.3% | COc1ccc(OCC(=O)N/N=C/C(C)=C/c2ccco2)c(Br)c1
4.2% | 4.0% | -2.2% | Cc1ccc(NC(=O)NCCCc2ccccc2)cc1
/ | 5.3% | -4.1% | CCc1cccc(-n2c(=O)c3cccnc3n2CC(=O)Nc2ccc(OC)c(Cl)c2)c1
-1.3% | 2.7% | 3.3% | CCNC(=O)NNC(=O)C1CC(c2cccs2)=NO1 (configuration not stated)
-7.5% | 5.1% | -0.6% | CC(Sc1nc2ccccc2c(=O)n1CCc1ccc(S(N)(=O)=O)cc1)C(=O)NC(N)=O (configuration not stated)
? | 0.0% | -15.7% | COc1ccc(C)cc1NC(=O)c1cnc2n(c1=O)CCS2
-6.2% | 9.6% | 0.9% | CC1=CC(C)(C)Nc2cc(C)c(C)cc21
/ | 5.2% | -8.0% | CCOC(=O)C1CCCN(c2ncnc3c2cnn3-c2ccc(C)c(Cl)c2)C1 (configuration not stated)
4.8% | 2.6% | -11.4% | Cc1ccc(Oc2ccc(Cl)cc2N)cc1
13.9% | -1.8% | -4.9% | COc1cc(C(=O)NCC(c2ccco2)N(C)C)cc(OC)c1OC (configuration not stated)
3.2% | / | -7.9% | O=S(=O)(NCC(c1ccco1)N1CCc2ccccc2C1)c1ccc(Br)cc1 (configuration not stated)
5.1% | 3.2% | -11.8% | O=C(COc1ncnc2ccccc12)NC(=O)NCc1ccccc1
/ | 7.4% | 2.9% | Cc1oc2ccc(O)c(CN3CCN(C)CC3)c2c1C(=O)Nc1cccc(Cl)c1C
-1.7% | 2.5% | ? | COc1ccc(-c2nn(-c3ccccc3)cc2/C=C\C(=O)Nc2ccc(C(=O)O)cc2)cc1
6.9% | 2.3% | -2.2% | CN(C)C(=O)N1CCCC(C(=O)NCc2cccs2)C1 (configuration not stated)
-2.4% | 1.9% | -23.7% | CC1(C)SC(=S)N(NC(=O)Nc2ccccc2)C1N(O)C(=O)Nc1ccccc1 (configuration not stated)
-9.8% | 0.1% | -2.0% | CC(=O)c1cccc(NC(=O)/C(=C\c2ccco2)NC(=O)c2ccco2)c1
-12.0% | / | -10.8% | O=C(Cn1c(=O)oc2ccccc21)Nc1ccccc1C(F)(F)F
-23.1% | 5.9% | -14.1% | O=C(c1ccc(Cn2cc(Br)cn2)o1)N1N=C(C(F)F)CC1(O)C(F)F (configuration not stated)
-7.2% | -3.1% | -3.9% | O=C(N/N=C/c1ccc2c(c1)OCO2)c1cccc2ccccc12
/ | 3.2% | 4.2% | CC(=O)c1ccc(OCC(=O)Nc2cccc(S(=O)(=O)N3CCCC3)c2)cc1
-6.0% | -5.2% | 3.6% | CC1=C(C(=O)Nc2ccccn2)C(c2ccc(F)cc2)n2ncnc2N1 (configuration not stated)
7.6% | 4.7% | -14.4% | Cc1ccc(S(=O)(=O)N2CCOCC2)cc1C(=O)NCCN1C(=O)S/C(=C\c2ccccc2Cl)C1=O
-2.7% | -1.9% | 5.0% | CCC(=O)Nc1cccc(NC(=O)c2ccc(Br)cc2)c1
/ | 2.3% | -16.2% | CCC(=O)N1CCc2cc(S(=O)(=O)CCC(=O)N3CCN(c4cccc(C)c4)C(C)C3)ccc21 (configuration not stated)
3.6% | / | -3.8% | CCOC(=O)c1oc2cc(C)cc(C)c2c1C

Next part (3 carried over from the part before).
N370S GC mod | TDP1 block | FEN1 inhibitor | compound
-2.7% | -1.9% | 5.0% | CCC(=O)Nc1cccc(NC(=O)c2ccc(Br)cc2)c1
/ | 2.3% | -16.2% | CCC(=O)N1CCc2cc(S(=O)(=O)CCC(=O)N3CCN(c4cccc(C)c4)C(C)C3)ccc21 (configuration not stated)
3.6% | / | -3.8% | CCOC(=O)c1oc2cc(C)cc(C)c2c1C
0.5% | 3.0% | 6.8% | CCCCNC(=O)CSc1nnc(-c2ccco2)n1C
-3.0% | 2.1% | -3.5% | COc1ccc(OC)c(CNS(=O)(=O)c2cc(-c3cc(C)no3)ccc2OC)c1
-1.8% | / | 9.5% | CCc1cc(=O)oc2cc(C)cc(OCC(=O)NC(Cc3ccc(Cl)cc3)C(=O)O)c12 (configuration not stated)
8.0% | 10.1% | -9.8% | CCOC(=O)c1[nH]cnc1N=Nc1c(O)ccc2ccccc12
-8.8% | 2.6% | -6.1% | N#CCC(=O)N/N=C1\CCCCC1C1CCCCC1 (configuration not stated)
-6.5% | -11.5% | 4.0% | O=C(Nc1ccc(NC(=O)c2ccc(Cl)cc2Cl)cc1)c1ccc2c(c1)OCO2
-9.6% | 0.0% | -18.4% | COC(=O)c1ccc(COc2ccc(-c3nnn(CC(N)=O)n3)cc2)cc1
8.3% | 1.0% | 2.8% | CCOc1ccccc1N(CC(=O)NCC1CCCO1)C(=O)CCC(=O)Nc1ccccn1 (configuration not stated)
13.8% | -4.1% | 9.1% | CCOC(=O)C1CCN(c2cc(C)nc3cc(-c4cccc(F)c4)nn23)CC1
2.4% | / | 6.6% | C/C(=N\OCC(=O)OCC(=O)NC(=O)c1ccccc1)c1ccc2c(c1)OCO2
3.5% | 2.3% | -11.5% | CCN(C(=O)CN1C(=O)S/C(=C\c2ccc(Cl)cc2)C1=O)C1CCS(=O)(=O)C1 (configuration not stated)
-3.0% | / | -6.8% | O=C(CSC1=NNC(c2ccccn2)S1)Nc1ccc(C(F)(F)F)cc1 (configuration not stated)
1.1% | / | 2.5% | O=C(CSc1ncccn1)NC(=O)NCc1ccco1
3.1% | / | -11.2% | COc1ccccc1C(=O)Nc1nc2ccccc2s1
-6.4% | 25.0% | / | O=C1c2ccccc2C(=O)c2cc(S(=O)(=O)Nc3cccc4cccnc34)ccc21
12.6% | / | -0.6% | CCN(CC(=O)NCc1ccc(Cl)cc1)C(=O)CSCC(=O)Nc1ccc(C)cc1
6.1% | 7.1% | 8.4% | CC1(C(=O)OCC(=O)NC(=O)NCc2ccccc2)CC1(Cl)Cl (configuration not stated)
-5.5% | / | -1.1% | CCCCSCCCNC(=O)c1ccc2c(c1)N(CC)C(=O)c1ccccc1S2=O (configuration not stated)
0.4% | / | -12.9% | CC(C)CCN1CCN(Cc2ccoc2)CC1CCO (configuration not stated)
-3.7% | -1.2% | -2.2% | Cc1ccc(-n2cc(CN3CCNC(=O)CC3)c(-c3ccc(F)cc3)n2)cc1
-2.2% | 0.0% | -6.7% | CC1CN(C(=S)Nc2ccccc2)N(c2ccccc2)C1 (configuration not stated)
-2.1% | 5.5% | -4.1% | O=C(O)c1ccc(S(=O)(=O)c2ccc3c(c2)C(=O)N(NC(=O)c2cccnc2)C3=O)cc1
-7.7% | 2.2% | 9.7% | Cc1nn(-c2ccccc2)c(C)c1NC(=O)COc1ccc(F)cc1Cl
/ | -2.9% | 4.1% | CCCCc1ccc(C(=O)Nc2ccc3nc(N(CC)CC)cc(C)c3c2)cc1
? | / | -0.9% | COc1ccc(COC(=O)c2cc(S(=O)(=O)N3CCCCC3)ccc2N2CCOCC2)cc1
7.5% | 0.0% | -2.7% | CCn1c(/C=C\c2ccccc2C)nc2ccccc2c1=O
-3.9% | / | 1.1% | O=[N+]([O-])c1ccccc1/C=C/CN1CCCC(CO)C1 (configuration not stated)
15.9% | 2.4% | -0.4% | CC(C)NC(=O)NC(=O)COC(=O)/C=C/c1ccccc1[N+](=O)[O-]
9.0% | 7.3% | -12.5% | O=C(CCNC(=O)Cn1ccc2ccccc2c1=O)NCCCN1CCN(c2ccccc2F)CC1
11.4% | 8.8% | 6.7% | CCOC(=O)N1CCN(C(=O)Cn2nc(C)c3sc4ccccc4c3c2=O)CC1

In the list so far, six contain two or more sulfur atoms:
N370S GC mod | TDP1 block | FEN1 inhibitor | compound
-7.5% | 5.1% | -0.6% | CC(Sc1nc2ccccc2c(=O)n1CCc1ccc(S(N)(=O)=O)cc1)C(=O)NC(N)=O (configuration not stated)
-2.4% | 1.9% | -23.7% | CC1(C)SC(=S)N(NC(=O)Nc2ccccc2)C1N(O)C(=O)Nc1ccccc1 (configuration not stated)
7.6% | 4.7% | -14.4% | Cc1ccc(S(=O)(=O)N2CCOCC2)cc1C(=O)NCCN1C(=O)S/C(=C\c2ccccc2Cl)C1=O
3.5% | 2.3% | -11.5% | CCN(C(=O)CN1C(=O)S/C(=C\c2ccc(Cl)cc2)C1=O)C1CCS(=O)(=O)C1 (configuration not stated)
-3.0% | / | -6.8% | O=C(CSC1=NNC(c2ccccn2)S1)Nc1ccc(C(F)(F)F)cc1 (configuration not stated)
-5.5% | / | -1.1% | CCCCSCCCNC(=O)c1ccc2c(c1)N(CC)C(=O)c1ccccc1S2=O (configuration not stated)

(more compounds)
N370S GC mod | TDP1 block | FEN1 inhibitor | compound
-3.0% | -10.3% | 9.8% | COc1cc(OC)cc(C(=O)NC(C(=O)N2CCc3ccccc3C2)C(C)C)c1 (configuration not stated)
1.0% | 0.0% | 5.0% | CCCC(C)NC(C)C(=O)NC1CCCC1 (configuration not stated)
7.6% | 0.0% | 3.6% | CCOCCCn1c(=S)[nH]c2ncccc2c1=O
-2.6% | -0.4%[0.505 µM] | -5.9% | CN(CC(=O)Nc1c(Cl)cccc1Cl)C(=O)Cc1ccc2c(c1)CCC2
-1.4% | 7.0% | 0.2% | CCN1CCN(C(=S)c2ccc(SC)cc2)CC1
-5.0% | -1.2% | 5.5% | Cc1ccc(NC(=O)c2ccccc2Cl)cc1-n1cnnn1
1.7% | ? | -10.9% | CCn1c(NC(=O)/C=C/c2ccc(F)cc2)nc2ccccc21
-8.7% | 5.3% | -5.8% | Cc1ccc2c(c1)-c1c(cnn1CC(=O)NC(C)CCc1ccco1)CO2 (configuration not stated)
3.4% | 6.8% | -16.8% | C1=Cc2ccccc2Nc2ccccc21
-1.2% | 5.2% | -1.0% | COc1ccc(S(=O)(=O)N2CCN(Cc3cc(OC)c(O)c(OC)c3)CC2)cc1
6.3% | / | -5.2% | O=C(CSC1=NNC(c2ccccn2)S1)Nc1ccccc1 (configuration not stated)
/ | 3.7% | -5.3% | Cc1ccc2c(=O)cc(C(=O)Nc3ccc(S(=O)(=O)N(C)Cc4ccccc4)cc3)oc2c1
3.6% | 5.8% | 0.7% | Cc1cc2nccc(-c3ccncc3)n2n1
9.4% | 8.6% | -1.3% | NS(=O)(=O)c1cc(C(=O)OCC(=O)Nc2ccc(Cl)cc2[N+](=O)[O-])ccc1Cl
7.5% | -8.3% | 3.0% | COc1ccccc1CN1CCNC(=O)C1CC(=O)NCc1c(C)n[nH]c1C (configuration not stated)
5.0% | -5.3% | 0.2% | Cc1ccc(NC(=O)Nc2nnc(Cc3ccc([N+](=O)[O-])cc3)s2)cc1
/ | -9.3%[12.3 µM] | 3.6% | Cc1ccc2c(c1)c(=O)c1ccccc1n2CCCC(=O)Nc1ccc(F)cc1F
2.9% | 0.7% | -2.6% | Cc1nn(C)cc1S(=O)(=O)NCc1ccc2c(c1)OCO2
4.7% | 10.5% | -29.7% | O=C(O)c1cccc(N2C(=O)/C(=C/c3ccc([N+](=O)[O-])cc3)C=C2c2ccccc2)c1
25.2% | 4.0% | 12.3% | Cc1ccc(NC(=O)CCC(=O)Nc2nnc(C3CCCCC3)s2)cc1
-3.6% | 2.9% | -14.9% | Cn1c(C(=O)N2CCN(Cc3ccc4c(c3)OCO4)CC2)cc2c(=O)n(C)c3ccccc3c21
-16.5% | 0.0% | -8.4% | CC(C)c1ccc(N=C2N=C(N)c3ccccc32)cc1
/ | 4.6% | 2.8% | CCN(CC)CCOC(=O)c1ccc(NC(=O)c2cc3c(=O)n(CC)c4ccccc4c3s2)cc1
-1.0% | 0.3% | 1.2%&-1.6% | COc1cc(NC(=O)c2cc(-c3ccc4c(c3)OCO4)on2)cc(OC)c1OC
-5.6% | 4.2% | -14.2% | Cc1ccn2c(-c3csc(NCc4ccco4)n3)c(C)nc2c1
2.2% | 2.2% | -1.3% | CSc1c(CC(=O)NCCO)n(C)c2ccccc12
-15.8% | / | -16.2% | O=C1CSC(=S)N1c1ccc(Cl)c(Cl)c1
3.9% | 6.7% | -1.6% | Fc1cccc(CO/N=C/c2c(-c3ccccc3)nc3ccc(Cl)cn23)c1
-6.3% | -7.7% | -8.6% | Cc1noc(C)c1COC(=O)/C=C/c1ccc(Cl)cc1
8.2% | 2.0% | -5.5% | CC(C)Cn1c(SCC(=O)c2c(N)n(C)c(=O)n(C)c2=O)nc2ccccc21
8.8% | 5.9% | -11.0% | C/C(=N\NC(=O)COc1ccc(C(C)(C)C)cc1)c1cc2ccccc2o1
/ | 5.6% | 16.3% | Cc1ccc2nc(NCc3ccccc3)c3nnnn3c2c1
-3.0% | 0.0% | -5.0% | COc1ccccc1NC(=O)CN1C(=O)NC2(CCCCCCC2)C1=O
2.2% | 2.7% | -9.6% | C/C(=N/NC(=O)CNC(=O)c1ccccn1)c1ccccc1

Hits appear at their usual frequency. Share with any hit: about 0.57%.
